# D1 potentiator: potentiators of human D1 dopamine receptor; P21728; HEK293 TREx D1 cells, calcium flux, dopamine EC20 potentiation; potentiation, % at 10 µM; 360,000 compounds, 0.036% hits; AID 504651; in the data active = potentiation above about 30%; note: 0% is about no effect
# D1 antag: blocks dopamine activation of the human D1 receptor; P21728; HEK293 TREx D1 cells, calcium flux, dopamine EC80; stronger effect = lower value; activity change, negative = inhibition, % at 10 µM; 360,000 compounds, 3.2% hits; AID 504652; in the data active = activity change below about -30%; note: % is set by controls: 0 for no effect and ±100 for the full control effect
#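 Antagonism measured as reduced calcium response to an EC80 dopamine addition following 180 s compound pre-read; cells were inducible HEK293 Trex D1 plated overnight at 30 C, read kinetically at 1 cycle/sec.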
# RXFP1 ag: RXFP1 (human) receptor agonism | HEK293T-RXFP1 cAMP TR-FRET, 30 min; response scale: percent of porcine relaxin response, buffer zero | Q9HBX9 | 370,000 compounds, 0.3% hits | Potency, µM (series often up to 57.5 µM), for the others: at the highest dose activation, usual class: activators; note: potency is the fitted concentration of half-maximal effect; % is set by controls: 0 for no effect and ±100 for the full control effect; nearly all actives have a fitted effect of over 60% in size; many of its hits are not listed in these tables
# Target sequence (Q9HBX9 whole entry, looked up): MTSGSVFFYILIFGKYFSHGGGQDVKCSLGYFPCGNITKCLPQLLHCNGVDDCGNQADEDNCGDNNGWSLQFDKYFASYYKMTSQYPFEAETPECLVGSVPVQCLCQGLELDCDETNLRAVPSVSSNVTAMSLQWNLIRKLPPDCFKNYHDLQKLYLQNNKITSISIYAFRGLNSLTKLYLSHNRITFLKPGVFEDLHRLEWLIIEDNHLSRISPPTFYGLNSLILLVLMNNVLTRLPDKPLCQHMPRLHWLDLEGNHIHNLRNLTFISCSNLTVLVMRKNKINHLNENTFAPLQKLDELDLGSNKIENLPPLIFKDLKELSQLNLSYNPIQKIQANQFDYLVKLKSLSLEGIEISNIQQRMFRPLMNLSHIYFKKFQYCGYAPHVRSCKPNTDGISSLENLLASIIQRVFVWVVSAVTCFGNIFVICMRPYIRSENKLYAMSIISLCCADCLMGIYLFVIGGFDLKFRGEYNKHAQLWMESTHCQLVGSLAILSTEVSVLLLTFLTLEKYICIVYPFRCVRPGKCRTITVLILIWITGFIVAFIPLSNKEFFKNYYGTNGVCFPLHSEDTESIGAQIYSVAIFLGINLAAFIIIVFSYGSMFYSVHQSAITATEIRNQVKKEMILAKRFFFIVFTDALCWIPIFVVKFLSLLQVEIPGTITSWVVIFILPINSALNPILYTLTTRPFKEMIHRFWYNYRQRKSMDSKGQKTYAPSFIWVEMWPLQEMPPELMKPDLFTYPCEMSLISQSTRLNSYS
#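 HEK293T cells stably expressing RXFP1 were pretreated with the PDE4 inhibitor Ro 20174, exposed to compounds for 30 min at 37C, lysed, and cAMP was read by TR-FRET. Data normalized to buffer (basal) and 29 nM porcine relaxin (100%).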
# RXFP1 antagonist: RXFP1 (human) relaxin receptor antagonism | HEK293-RXFP1, relaxin-stimulated cAMP HTRF, 30 min; stronger effect = lower value | AID 1259400 | Q9HBX9 | activity change, negative = inhibition, % at 57.5 µM | 350,000 compounds, 0.59% hits;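 active = activity change of -60% or lower, but not beyond a set lower limit; inconclusive = change between -60% and -40%, or beyond the set limit; inactive = change above -40%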; note: % is set by controls: 0 for no effect and ±100 for the full control effect
# Vif-A3G inh: inhibitors of Vif-APOBEC3G interaction; Q9HC16; HeLa A3G-eYFP + Vif (tagged APOBEC3G with the HIV-1 protein that degrades it), YFP fluorescence, overnight; Potency, µM (titrated, usually from 46.1 µM), without a hit: at the highest dose activity, negative = active, actives largely listed as inhibitors; 410,000 compounds, 0.076% hits; AID 602310;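 note: potency is the fitted concentration of half-maximal effect; % is set by controls: 0 for no effect and ±100 for the full control effect; nearly all actives have a fitted effect of over 60% in size; hits raise eYFP signal because A3G escapes Vif-driven loss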
#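 HeLa cells stably expressing Vif and C-terminally eYFP-tagged A3G, seeded overnight at 37 deg C, then exposed to compound by pintool overnight at 37 deg C. Rise in yellow fluorescence (Ex 488/Em 500-530, Acumen) marks blocked Vif-driven A3G degradation.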
# Vif-APOBEC3F blk: Vif-A3F binding inhibition; HeLa A3F-eYFP + Vif (tagged APOBEC3F with the HIV-1 protein that degrades it), YFP fluorescence increase; Potency, µM (doses to about 46.1 µM), for the others: at the highest dose activity, negative = active; 390,000 compounds, 0.2% hits; AID 602313; note: potency is the fitted concentration of half-maximal effect; % of control where 0% means no effect; nearly all actives have a fitted effect of over 65% in size
#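 HeLa cells stably expressing A3F-eYFP plus Vif, plated and incubated overnight at 37 deg C, then exposed to compounds overnight at 37 deg C. Blocked degradation read as raised yellow fluorescence (Ex 488/Em 500-530).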
# D2 PAM: positively modulates the human D2 dopamine receptor allosterically. P14416. HEK293 T-REx D2, calcium flux, EC20 dopamine potentiation. potentiation, % at 10 µM. 340,000 compounds, 0.34% hits. AID 485347;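 active = potentiation over 3 SD above the plate norm, cut at about 30% in these data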; note: 0% is about no effect
#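 Tetracycline-induced HEK293 T-REx cells force-coupled to calcium signalling expressed D2; compounds were pin-added after a 10 s baseline, read kinetically 180 s, then an EC20 dopamine challenge followed with a further 180 s calcium read.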
# D1 agonist: agonists of human D1 dopamine receptor; P21728; HEK293 T-REx D1 cells, calcium flux, agonist mode; activation, % at 2 µM; 360,000 compounds, 1% hits; AID 504660; in the data active = activation above about 30%; note: 0% is about no effect
#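 Inducible HEK293 T-REx D1 cells, force-coupled to calcium signalling, were plated at 4000 cells/well with tetracycline and held overnight at 30 C. After no-wash calcium dye loading, compound-evoked calcium rise over 180 s flagged agonists.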
# Glioma ERSR ind: inducers of ER stress response in human glioma cells; U87-MG GRP78 promoter luciferase reporter, 16 h; Potency, µM, inactives show at the highest dose activation, most hits filed as activators; 420,000 compounds, 0.02% hits; AID 602332; note: potency is the fitted concentration of half-maximal effect; series mostly up to about 76 µM; % of control where 0% means no effect; nearly all actives have a fitted effect of over 35% in size
#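 ERSR induction read as luciferase luminescence (Bright-Glo, 10 min at room temperature) in stably transfected human U87-MG glioma cells exposed to compounds for 16 h, using GRP78 as sensor.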
# An asterisk follows results filed as active; ? = inconclusive; · = not tested or not shown. Unless noted, calls come from the whole dose curve; as a rule, active = well fitted curve in the direction sought with a large enough effect; inconclusive = small, poorly fitted or top-dose-only effect, or another doubt; inactive = no such curve, though single readings can be large; an effect the other way counts as inactive or inconclusive. An excerpt; rates above refer to the full screens.
SMILES,D1 potentiator,D1 antag,RXFP1 ag,RXFP1 antagonist,Vif-A3G inh,Vif-APOBEC3F blk,D2 PAM,D1 agonist,Glioma ERSR ind
COc1ccc(/C=N/NC(=O)CCn2c3ccccc3c3ccccc32)cc1OC,3,0,-0.2%,14,-18%,-7%,10,11,-5%
COc1ccc(-c2nnc(NC(=O)c3ccc([N+](=O)[O-])o3)o2)c(OC)c1,-2,7,-2.2%,-1,?,?,2,-1,-1%
COc1cccc(CNc2nc(SC)ncc2CO)c1,-9,-1,1.1%,9,-5%,1%,-3,9,-4%
O=C(c1coc2ccc(O)c(CN3CCOCC3)c12)C1CC1,-2,3,-0.2%,-24,1%,-21%,6,2,-4%
CC(C#N)Sc1nnc(Nc2ccccc2)s1 (configuration not stated),-6,-25,0.5%,1,-2%,-3%,-1,2,-4%
CN1/C(=C\C(=O)C[n+]2cccc(Br)c2)C(C)(C)c2ccccc21,0,-2,-0.2%,-19,3%,10%,-6,0,-5%
OC(COC(c1ccccc1)c1ccccc1)CN1CCN(c2cccc(Cl)c2)CC1 (configuration not stated),9,19,-3.1%,-26,2%,?,-17,-3,-4%
Cc1cccc(Cn2c(=O)n(Cc3ccc4c(c3)OCO4)c(=O)c3oc4ccccc4c32)c1,-3,13,7.2%,1,-10%,1%,-2,5,-3%
Fc1cccc(Cl)c1/C=N/Nc1c(Cl)cncc1Cl,2,13,4.7%,-14,-2%,4%,-6,6,-1%
COc1ccc(C(=O)Oc2cc3c4c(c2)C(C)=CC(C)(C)N4C(=O)C3=O)cc1OC,0,5,0.4%,-2,0%,-13%,7,1,2%
CCOc1cc(C(=O)Nc2c(C)ccc3nsnc23)cc(OCC)c1OCC,-4,-3,2.4%,-13,1%,·,0,-3,-3%
O=C(Oc1ccccc1)N1CCCCC1,·,·,·,1,0%,1%,·,·,-7%
C=CCN1CCN(C(c2cccc(OC)c2OC)c2nnnn2CCC(C)C)CC1 (configuration not stated),-3,3,0.0%,-3,-5%,-10%,25,4,-7%
Cc1ccccc1S(=O)(=O)Cc1ccc(C(=O)NC2CCCCCC2)o1,7,-30,-3.6%,37,2%,-8%,10,10,-3%
Cc1cc(NS(=O)(=O)c2ccc(NC(=O)COc3ccc(Cl)c(C)c3)cc2)no1,-5,-4,3.1%,2,-5%,4%,-14,1,0%
CCOc1c(OC)cccc1C1CC(=O)Nc2cc(OC)c(OC)cc21 (configuration not stated),-1,-9,4.5%,·,2%,1%,5,1,2%
CSC(=O)NC(=O)NC(=O)c1ccc([N+](=O)[O-])cc1,1,-14,0.0%,-1,0%,-5%,-6,1,0%
Cc1cccc(N2CCN(S(=O)(=O)c3ccc(-c4coc(C)n4)cc3)CC2C)c1 (configuration not stated),-6,-13,0.4%,-2,6%,-10%,25,2,0%
CCOc1ccc(NC(=S)N(CCOC)C(C)c2ccco2)cc1 (configuration not stated),-4,-6,-0.9%,3,2%,2%,10,4,0%
O=[N+]([O-])c1ccc(N=Nc2c(Cl)cc(O)cc2Cl)cc1,-13,-46*,-0.3%,3,?,2%,·,21,-8%
O=C1CC(N2CCN(c3cccc(C(F)(F)F)c3)CC2)C(=O)N1c1ccccc1F (configuration not stated),-3,4,3.3%,-15,-1%,5%,1,2,0%
COc1ccc2[nH]c(=O)c(CN(C(C)=O)c3ccc(C)cc3C)cc2c1,1,8,3.7%,-8,0%,-20%,5,2,-3%
CCCn1c2ccccc2c2cnn(CC(=O)NCc3cc(OC)ccc3OC)c(=O)c21,3,-12,9.5%,-5,-1%,-5%,2,0,-4%
O=C(Nc1sc2c(c1C(=O)O)CCCCC2)c1cccnc1,-4,-6,0.5%,1,0%,-10%,-10,2,0%
CCOC(=O)c1sc2ncnc(Nc3cccc(C(=O)O)c3)c2c1C,-1,-4,?,-7,-5%,-1%,2,4,-4%
CC(C)Oc1ccc(CNCC2(O)CCOC(C)(C)C2)cc1 (configuration not stated),-5,-14,1.1%,3,-6%,·,-5,-1,-6%
O=C(N/N=C/c1ccc(OC(=O)c2cccs2)cc1)c1cccc(F)c1,0,14,1.5%,-21,-6%,1%,2,-1,0%
C=CCSc1nnc(NC(=O)c2cccc(S(=O)(=O)N3CCOCC3)c2)s1,1,0,0.8%,-7,1%,4%,-4,1,-4%
COC(=O)c1ccc(Nc2nnc(-c3ccc(C)c(S(=O)(=O)N4CCN(C)CC4)c3)c3ccccc23)cc1,0,-7,5.2%,-2,-8%,-5%,-4,-2,2%
O=C(Nc1ccc(S(=O)(=O)NCc2ccccc2)cc1)c1ccc(Br)o1,-5,-8,0.1%,-6,-7%,2%,-7,7,-3%
O=S(=O)(c1ccc(S(=O)(=O)N2CCN(C3CCCCC3)CC2)cc1)N1CCCCCC1,2,-3,-0.7%,11,-2%,1%,-2,4,0%
CCOc1ccccc1/C=N\Nc1cnn(Cc2ccccc2)c(=O)c1Cl,-3,10,0.4%,?,8%,-3%,·,0,-2%
CCN(CC)c1ccc(NC(=O)COc2ccc(-n3cnnn3)cc2)cc1,·,·,·,-19,1%,-5%,·,·,-2%
CCOC(=O)N1CCC(c2cc(=O)n3[nH]cc(C(=O)OC)c3n2)CC1,-5,11,2.6%,·,1%,1%,8,-2,-4%
CC(C)/C(=N\NS(=O)(=O)c1ccc(Br)cc1)c1cccs1,2,-17,-0.3%,-21,-1%,13%,-1,0,-1%
C/C(=N\Nc1ccc(C(F)(F)F)cc1[N+](=O)[O-])C1CC1,1,-6,-0.5%,-2,1%,-4%,4,0,-4%
CC1CCCC(C)N1CCCNC(=O)CCn1c(=O)c2cccn2c2cccnc21 (configuration not stated),-5,9,-0.2%,7,-1%,3%,23,4,-7%
Cc1ccc(/C=C/C(=O)N2CCc3ccccc3C2)cc1,1,-5,0.0%,-7,-4%,-6%,-11,0,3%
O=C(CSc1nc2ccccc2c(=O)n1-c1ccc(OC(F)F)cc1)NCc1cccs1,-6,-15,3.9%,5,0%,0%,0,12,2%
CCC1C(=O)NCCN1C(=O)c1ccccc1OC1CCN(S(C)(=O)=O)CC1 (configuration not stated),-1,-8,-0.9%,6,-4%,-13%,5,1,-2%
O=C(COC(=O)c1cc[n+]([O-])cc1)NCc1ccccc1Cl,-7,13,1.0%,-1,0%,-8%,·,-1,-1%
O=C(NCc1csc(-c2ccccc2)n1)c1ccco1,-4,-5,-2.0%,3,2%,-29%,-6,4,11%
O=C(Cn1cc(SCc2cccc(C(F)(F)F)c2)c2ccccc21)N1CCCCCC1,-6,-13,-2.2%,?,3%,0%,-4,11,0%

# Grouped by structure, the entries above containing four or more nitrogen atoms.
SMILES,D1 potentiator,D1 antag,RXFP1 ag,RXFP1 antagonist,Vif-A3G inh,Vif-APOBEC3F blk,D2 PAM,D1 agonist,Glioma ERSR ind
COc1ccc(-c2nnc(NC(=O)c3ccc([N+](=O)[O-])o3)o2)c(OC)c1,-2,7,-2.2%,-1,?,?,2,-1,-1%
CC(C#N)Sc1nnc(Nc2ccccc2)s1 (configuration not stated),-6,-25,0.5%,1,-2%,-3%,-1,2,-4%
C=CCN1CCN(C(c2cccc(OC)c2OC)c2nnnn2CCC(C)C)CC1 (configuration not stated),-3,3,0.0%,-3,-5%,-10%,25,4,-7%
CCCn1c2ccccc2c2cnn(CC(=O)NCc3cc(OC)ccc3OC)c(=O)c21,3,-12,9.5%,-5,-1%,-5%,2,0,-4%
C=CCSc1nnc(NC(=O)c2cccc(S(=O)(=O)N3CCOCC3)c2)s1,1,0,0.8%,-7,1%,4%,-4,1,-4%
COC(=O)c1ccc(Nc2nnc(-c3ccc(C)c(S(=O)(=O)N4CCN(C)CC4)c3)c3ccccc23)cc1,0,-7,5.2%,-2,-8%,-5%,-4,-2,2%
CCOc1ccccc1/C=N\Nc1cnn(Cc2ccccc2)c(=O)c1Cl,-3,10,0.4%,?,8%,-3%,·,0,-2%
CCN(CC)c1ccc(NC(=O)COc2ccc(-n3cnnn3)cc2)cc1,·,·,·,-19,1%,-5%,·,·,-2%
CCOC(=O)N1CCC(c2cc(=O)n3[nH]cc(C(=O)OC)c3n2)CC1,-5,11,2.6%,·,1%,1%,8,-2,-4%
CC1CCCC(C)N1CCCNC(=O)CCn1c(=O)c2cccn2c2cccnc21 (configuration not stated),-5,9,-0.2%,7,-1%,3%,23,4,-7%
